# Compound activity: PubChem BioAssay, several laboratories
# FBA Mtb inh = Mtb FBA enzyme inhibitors, primary screen, biochemical, fluorescence, strain H37Rv. purified M. tuberculosis FBA, fluorescence read-out. inhibition, % at 1 µM. actives 2.3% (n = 360,000). Fructose-bisphosphate aldolase (Mycobacterium tuberculosis (strain ATCC 25618 / H37Rv)), …; in the data active = inhibition above about 27%;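 also: 0% = vehicle and 100% = reference inhibitor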
# Target sequence (P9WQA3 whole entry, looked up): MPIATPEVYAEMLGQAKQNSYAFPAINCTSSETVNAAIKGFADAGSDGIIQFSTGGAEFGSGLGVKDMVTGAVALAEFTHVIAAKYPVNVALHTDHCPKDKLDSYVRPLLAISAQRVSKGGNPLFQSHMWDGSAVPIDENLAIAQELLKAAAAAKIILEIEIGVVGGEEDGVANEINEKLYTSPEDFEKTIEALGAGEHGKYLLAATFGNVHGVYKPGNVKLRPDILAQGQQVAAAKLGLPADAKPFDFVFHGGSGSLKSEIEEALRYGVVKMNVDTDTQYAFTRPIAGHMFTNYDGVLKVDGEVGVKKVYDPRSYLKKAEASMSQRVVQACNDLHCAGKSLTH
# Mtb BioA inh = M. tuberculosis BioA enzyme inhibitors, primary screen, biochemical, plate reader, single point, HTS. 7,8-diaminopelargonic acid synthase BioA (Mycobacterium tuberculosis). purified M. tuberculosis BioA enzyme. actives 0.096% (n = 360,000). inhibition, % at 9.99 µM; in the data active = inhibition above about 40%; inconclusive = no clear call, values can overlap the other calls
# GDH-TPI counter = GDH-TPI coupling enzyme inhibitors, primary screen, artefact control for M. tuberculosis FBA inhibitor project, biochemical, absorbance, full deck. actives 1.2% (n = 360,000). GDH-TPI coupled enzyme counterscreen, NADH absorbance. inhibition, % at 4.8 µM. AID 588335, 2011;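 also: 0% = DMSO wells and 100% = wells lacking the enzyme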
# MazF activator = activators of E. coli MazEF toxin-antitoxin RNase, primary screen, biochemical, fluorescence, uHTS; AID 504720, 2011; Endoribonuclease toxin MazF (Escherichia coli (strain K12)), P0AE70; actives 0.32% (n = 350,000); activation, % at 20 µM; FAM/BHQ RNA-DNA oligo cleavage fluorescence, 5 h; in the data active = activation above about 50%
# Target sequence (P0AE70 whole entry, looked up): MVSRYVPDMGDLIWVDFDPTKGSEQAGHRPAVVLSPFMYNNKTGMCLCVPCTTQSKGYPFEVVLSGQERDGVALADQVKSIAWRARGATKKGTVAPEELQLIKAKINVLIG
# CCHFV vOTU inh = CCHFV vOTU protease inhibitors, primary screen, biochemical, Pep-AMC substrate, fluorescence; Crimean-Congo hemorrhagic fever virus L polyprotein viral ovarian tumor (vOTU) protease …; actives 0.55% (n = 370,000); inhibition, % at 11.5 µM; AID 651958, 2012; also: 0% = vehicle wells with enzyme and 100% = no enzyme wells
# BoNT F protease = BoNT/F light chain protease inhibitors, primary screen, biochemical, flow cytometry, MLPCN library | actives 0.22% (n = 360,000) | Multiplex microsphere protease cleavage assay | inhibition, % at 10 µM | Botulinum neurotoxin type F light chain protease (Clostridium botulinum); in the data active = inhibition above about 35%, passing the limit was not always enough; inconclusive = no clear call, values can overlap the other calls; also: plate controls were buffer without enzyme for full effect and enzyme alone for no effect
# UGM FP inh = M. tuberculosis UGM enzyme inhibitors, primary screen, biochemical, fluorescence polarization, single point | UDP-galactopyranose mutase (Mycobacterium tuberculosis (strain ATCC 25618 / H37Rv)), … | purified UGM, fluorescence polarization probe displacement | inhibition, % at 10 µM | actives 0.06% (n = 320,000) | AID 504406, 2011; in the data active = inhibition above about 10%, passing the limit was not always enough; inconclusive = no clear call, values can overlap the other calls
# VHR inh abs = VHR1 phosphatase inhibitors, primary screen, biochemical, absorbance, uHTS. inhibition, % at 13.3 µM. recombinant VHR phosphatase, pNPP absorbance. actives 0.52% (n = 290,000). Dual specificity protein phosphatase 3 (Homo sapiens), P51452. AID 1654, 2009; in the data active = inhibition above about 50%; also: some compounds called inactive have numbers as strong as hits
# Target sequence (P51452 whole entry, looked up): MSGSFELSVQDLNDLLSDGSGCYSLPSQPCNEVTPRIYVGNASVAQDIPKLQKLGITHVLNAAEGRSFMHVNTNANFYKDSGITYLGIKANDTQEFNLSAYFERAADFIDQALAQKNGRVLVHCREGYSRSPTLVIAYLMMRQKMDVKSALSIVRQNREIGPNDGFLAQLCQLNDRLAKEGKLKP
# Rv3671c protease = Rv3671c serine protease inhibitors, primary screen, biochemical, fluorescence polarization, M. tuberculosis H37Rv; P9WHR9; inhibition, % at 5.96 µM; actives 0.048% (n = 320,000); in the data active = inhibition above about 38%;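 also: extracellular domain of Rv3671c used as enzyme; 0% = enzyme with DMSO and 100% = no enzyme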
# Target sequence (P9WHR9 whole entry, looked up, the tested form may be a part): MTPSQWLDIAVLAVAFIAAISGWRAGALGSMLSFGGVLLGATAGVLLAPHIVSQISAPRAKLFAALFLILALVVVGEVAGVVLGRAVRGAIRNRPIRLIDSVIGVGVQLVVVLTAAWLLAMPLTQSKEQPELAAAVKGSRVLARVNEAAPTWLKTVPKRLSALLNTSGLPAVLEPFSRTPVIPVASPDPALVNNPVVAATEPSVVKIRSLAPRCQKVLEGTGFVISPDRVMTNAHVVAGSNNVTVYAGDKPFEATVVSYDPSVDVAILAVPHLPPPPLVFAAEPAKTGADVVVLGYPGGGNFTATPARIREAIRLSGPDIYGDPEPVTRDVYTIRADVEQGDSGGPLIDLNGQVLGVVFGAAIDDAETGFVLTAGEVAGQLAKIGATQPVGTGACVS
# FadD28 binding = inhibitors of FadD28 bisubstrate probe binding, primary screen, biochemical, fluorescence polarization, single point. Mycobacterium tuberculosis FadD28 fatty-acid-AMP ligase. inhibition, % at 12.5 µM. actives 0.22% (n = 360,000); in the data active = inhibition above about 8.5%, passing the limit was not always enough; inconclusive = no clear call, values can overlap the other calls
# * hit, by the source's call; ? = inconclusive; . = no result given. Rule as the data show it, unless noted: active = inhibition above about 30%; inactive = the rest.
Structure	MazF activator	UGM FP inh	Rv3671c protease	FadD28 binding	FBA Mtb inh	CCHFV vOTU inh	VHR inh abs	BoNT F protease	GDH-TPI counter	Mtb BioA inh
COc1ccc(-n2nc(C(=O)NCC(=O)NCC3CCCO3)c3ccccc3c2=O)c(OC)c1 (configuration not stated)	-1.1	-3.4	3.2	-3.0	1.4	-2.1	11.6	-1.5	2.4	-3.4
Cc1cc(C)n2nc(SCC(=O)c3cc(C)n(-c4cc(C)on4)c3C)nc2n1	6.0	-0.4	-10.1	-2.1	2.0	-6.4	11.6	-24.7	9.2	4.4
CSc1ccc(NC(=O)C2(C)CCN2C(=O)Cc2ccc(C(C)(C)C)cc2)cc1 (configuration not stated)	.	.	.	-6.6	-2.3	16.1	.	2.8	11.1	-1.0
COc1cc(NC(=O)c2ccccc2F)c(OC)cc1NC(=O)CN1CCOCC1	-9.5	0.4	2.1	-0.4	3.3	-3.6	11.8	-11.3	5.6	0.3
CC(C)c1ccccc1-n1c(SCc2cc(=O)oc3ccc4ccccc4c23)nnc1-c1cccnc1	-1.3	-0.4	-28.6	-2.7	7.8	-7.3	2.6	-4.5	3.0	.
O=C(c1cc(COc2ccc(F)cc2F)on1)N1CCN(C(=O)c2ccco2)CC1	-2.4	-2.8	6.4	-0.9	1.5	-2.7	20.2	7.5	10.3	-0.6
Cc1c([N+](=O)[O-])cc(C(=O)NCc2ccc(F)cc2)cc1[N+](=O)[O-]	4.2	3.2	4.8	-1.7	1.9	-3.9	-0.6	6.6	9.8	.
Nc1nc(N2CCCCC2)c(C=O)c(N2CCCCC2)n1	8.2	1.6	-3.5	0.1	-0.2	-11.3	29.4	-8.4	6.8	.
CCOC(=O)C1CCN(S(=O)(=O)c2cc(Br)cc3c2N(C(C)=O)C(C)C3)CC1 (configuration not stated)	2.2	-0.4	-5.0	-1.7	-0.6	1.5	4.8	-1.1	3.5	0.7
Cn1c(O)c(N=NC(=O)c2ccco2)c2ccccc21	3.0	-0.8	0.3	-2.3	1.7	17.8	4.3	-7.3	28.3	.
CCCNC(=O)C1(C)CCN(Cc2ccc(OCc3ccccc3)cc2)C1 (configuration not stated)	.	.	.	-2.5	-1.2	24.2	.	-2.0	7.4	-1.5
CCN(CC(=O)NC(C)C)C(=O)Cc1ccc(C)c(C)c1	3.7	1.1	-14.0	-1.6	-0.2	-7.7	14.0	-1.4	-6.9	.
Cc1ccc(OCc2cc(C(=O)N(C)Cc3cc(C4CC4)n[nH]3)no2)cc1C	0.4	1.5	-5.2	-0.9	0.1	11.9	5.3	-4.3	4.5	1.2
CCOC(=O)CNS(=O)(=O)Cc1ccccc1	-4.3	0.9	-0.7	-2.2	4.0	8.1	.	-3.2	-0.4	-2.5
COC(=O)Cn1c(=NC(=O)c2cccc(OC)c2)sc2cc(OC)ccc21	-5.0	1.7	-20.8	-4.9	2.5	-30.1	8.4	-2.2	28.8	.
COc1ccccc1NC(=O)CN1CCCCCC1	9.4	0.8	-3.4	0.1	0.9	1.1	16.0	3.5	-6.5	0.8
COc1ccc(C[C@H]2CN3C(=NC[C@@H]3Cc3ccccc3)N2CCNC(=O)CCC2CCCCC2)cc1	30.6	2.4	-1.6	-7.3	0.8	9.1	10.3	-16.8	5.3	1.2
COc1ccc(C)cc1NC(=O)CN1CCN(CC(=O)Nc2ccccc2F)CC1	-1.6	-0.5	-1.3	-3.1	0.2	6.0	13.5	11.7	-2.2	0.7
O=c1[nH]c2cc3c(cc2cc1CN(Cc1nnnn1C1CCCC1)C1CCCC1)OCCO3	-1.1	-1.7	-2.1	-0.8	21.1	-26.8	-0.5	24.2	10.4	-0.7
COc1ccc(S(=O)(=O)N2CCCCCC2)cc1C(=O)NCCc1ccccc1	2.9	2.2	-10.6	-0.3	2.2	9.4	.	.	3.2	-0.9
Cc1oc2ccc(OCc3cccc(Cl)c3)cc2c1C(=O)O	-8.8	3.4	.	-6.0	1.5	4.0	-36.5	2.3	1.5	.
O=C1C=C(c2ccc(C(=O)O)c(Cl)c2)C[C@@H](c2ccc3c(c2)OCO3)C1	1.4	0.3	4.0	0.4	0.2	-0.7	.	4.4	7.8	0.6
O=[N+]([O-])c1ccc(O)c(C(C#Cc2ccccc2)N2CCOCC2)c1 (configuration not stated)	3.4	-2.1	-16.1	-5.8	-1.8	18.5	-0.1	0.7	5.2	.
COc1ccc(-c2sc3ccc(-c4ccc5c(c4)OCO5)cc3c2-c2ccc(OC)nc2)cc1	-8.7	0.3	1.0	-2.5	-1.8	12.5	.	5.8	-9.5	-1.1
CCN(CC)CCCNC(=O)C1CCCN(c2nnc(N3CCCC3=O)s2)C1 (configuration not stated)	3.3	-0.2	-3.1	-1.7	3.5	-5.2	6.2	-11.0	-1.0	2.3

# Remaining list, next part.
Structure	MazF activator	UGM FP inh	Rv3671c protease	FadD28 binding	FBA Mtb inh	CCHFV vOTU inh	VHR inh abs	BoNT F protease	GDH-TPI counter	Mtb BioA inh
COC(=O)Cn1c2[n+](c3ccccc31)CC(O)CS2 (configuration not stated)	-1.3	-1.7	-11.0	-1.3	0.8	-2.4	17.9	?	-3.5	0.8
COc1ccc(-c2nnc(SCC(=O)c3ccc[nH]3)o2)cc1	-8.5	-0.8	5.5	-2.1	-1.6	-7.2	22.9	7.3	2.7	-0.2
O=C(COC(=O)C1COc2ccccc2O1)Nc1cccc(S(=O)(=O)N2CCCCC2)c1 (configuration not stated)	7.7	-0.7	-7.2	-0.4	-0.9	1.0	9.0	0.2	3.8	.
CCC(=O)Nc1cccc(NC(=O)c2cccc([N+](=O)[O-])c2C)c1	-15.9	3.5	-21.1	-3.4	-0.8	-16.9	10.3	1.5	-3.9	.
CCc1cccc(NC(=O)CN(C)S(=O)(=O)c2cccs2)c1	-18.8	-0.2	3.5	-0.6	-0.5	-2.1	-0.6	-0.6	0.0	.
OC1C2(Cc3ccccc3)CN3CCN(C2)CC1(Cc1ccccc1)C3 (configuration not stated)	10.9	4.2	-5.0	1.0	3.4	3.9	44.1	6.6	-5.3	0.4
Cc1noc(C)c1COc1ccccc1C(=O)NNC(=O)c1ccccc1	-0.9	4.0	0.9	-4.1	0.1	8.2	.	?	-1.7	-0.3
COc1cc(OC)c(-n2cc(-c3ccc(OC)c(OC)c3)[nH]c2=S)cc1Cl	7.0	-0.7	.	-4.8	-2.9	-0.3	5.2	-4.0	-9.6	.
O=C(C1CCCN(S(=O)(=O)c2cccc3nonc23)C1)N1CCN(c2ccccc2Cl)CC1 (configuration not stated)	-4.0	.	4.4	-1.4	1.1	19.3	42.9	-13.5	10.7	1.1
CN(C)CCOC1c2ccccc2CSc2ccccc21 (configuration not stated)	6.4	-2.0	6.5	-3.0	-0.7	-14.1	.	14.6	-11.5	-0.3
Cc1csc(NC(=O)CN2C(=O)C3CC=CCC3C2=O)n1 (configuration not stated)	1.5	-1.8	-0.8	-2.5	2.3	8.4	19.4	-6.5	-18.5	-0.3
O=C(NCCOc1ccccc1)C1CCN(C(=O)Nc2ccccc2)CC1	-9.4	.	.	-1.3	-2.2	4.8	.	0.5	3.6	0.0
COc1ccc(-c2ccc3c(c2)S(=O)(=O)c2cccc(C(=O)NC4CCCC4)c2C3=O)cc1OC	-37.7	-2.7	-6.2	-2.3	-1.0	-1.9	.	-5.6	1.2	8.1
O=C(O)c1ccc(NCCc2ccc(Cl)cc2)c([N+](=O)[O-])c1	-1.4	-1.1	-1.5	0.9	-6.3	13.7	14.1	1.7	3.2	.
N/C(=N\OC(=O)c1cccc(Cl)c1)c1ccccn1	1.9	-2.2	1.7	0.9	-3.3	2.3	-13.4	-10.4	6.5	.
CCN(C(=O)Cn1c(=O)oc2ccccc21)C1CCS(=O)(=O)C1 (configuration not stated)	5.0	0.5	2.2	-2.0	2.6	1.4	-2.5	-2.2	-12.6	-0.8
Cc1cccnc1NC(=O)c1c(O)c2cccc3c2n(c1=O)CCC3	0.6	1.6	3.5	-0.1	2.6	-2.8	18.1	-2.3	13.6	0.6
CCCCCn1c(CN2CCN(C(=O)c3ccco3)CC2)nc2c1c(=O)n(C)c(=O)n2C	0.9	0.5	-8.2	0.1	2.2	10.5	22.0	-15.6	-2.7	7.0
CN(C)CCCN(C(=O)c1cc(Cl)sc1Cl)c1nc2cc3c(cc2s1)OCO3	7.2	-8.0	-9.1	-2.6	0.9	-1.0	-1.6	1.4	24.7	2.5
CC1CCN(CCCNC(=O)C2CCN(S(=O)(=O)N3CCCCC3)CC2)CC1	13.7	1.0	-1.9	0.5	2.2	6.4	13.7	-1.3	3.2	-2.3
O=C(CSc1nc(-c2ccco2)cc(C(F)(F)F)n1)N1CCN(c2ccc(Cl)cc2)CC1	1.1	-1.1	-6.6	-1.1	0.0	17.2	17.8	-4.8	15.1	0.2
CSc1nnc(CCNS(=O)(=O)c2ccccc2Br)n1C	9.8	-3.1	2.5	0.2	0.2	-2.4	-1.0	3.1	-3.7	-0.4
COc1ccc(Cl)cc1N1C(=O)CC(N2CCN(S(=O)(=O)c3ccccc3F)CC2)C1=O (configuration not stated)	-5.8	4.2	-1.0	-0.8	0.1	-11.6	.	-2.8	-7.7	-2.1
Cc1cc(Cl)c(OCCOCCN2CCCC(C)C2)c(Br)c1 (configuration not stated)	0.5	0.8	3.4	1.7	-2.6	-19.6	30.9	5.8	7.3	-1.3
CC(C)N1CCN(Cc2cccn2-c2nccs2)CC1CCO (configuration not stated)	4.9	-2.0	1.8	-4.1	1.6	-13.6	0.9	3.8	6.2	-0.3
CCn1c(=O)c(C(=O)NNS(=O)(=O)c2ccc(NC(=O)OC)cc2)c(O)c2ccccc21	3.3	-2.8	-5.4	-0.1	-3.7	-1.9	11.5	-8.8	-2.7	-2.5

# Part of the list above, set out differently:
# Results follow in this order: MazF activator | UGM FP inh | Rv3671c protease | FadD28 binding | FBA Mtb inh | CCHFV vOTU inh | VHR inh abs | BoNT F protease | GDH-TPI counter | Mtb BioA inh
O=C(COC(=O)C1COc2ccccc2O1)Nc1cccc(S(=O)(=O)N2CCCCC2)c1 (configuration not stated)
 : 7.7 | -0.7 | -7.2 | -0.4 | -0.9 | 1.0 | 9.0 | 0.2 | 3.8 | .
CCCCCn1c(CN2CCN(C(=O)c3ccco3)CC2)nc2c1c(=O)n(C)c(=O)n2C
 : 0.9 | 0.5 | -8.2 | 0.1 | 2.2 | 10.5 | 22.0 | -15.6 | -2.7 | 7.0
Cc1csc(NC(=O)CN2C(=O)C3CC=CCC3C2=O)n1 (configuration not stated)
 : 1.5 | -1.8 | -0.8 | -2.5 | 2.3 | 8.4 | 19.4 | -6.5 | -18.5 | -0.3

# Two of the compounds above, field by field.
SMILES: COC(=O)Cn1c2[n+](c3ccccc31)CC(O)CS2 (configuration not stated)
  MazF activator: -1.3 | UGM FP inh: -1.7 | Rv3671c protease: -11.0 | FadD28 binding: -1.3 | FBA Mtb inh: 0.8 | CCHFV vOTU inh: -2.4 | VHR inh abs: 17.9 | BoNT F protease: ? | GDH-TPI counter: -3.5 | Mtb BioA inh: 0.8
SMILES: CN(C)CCCN(C(=O)c1cc(Cl)sc1Cl)c1nc2cc3c(cc2s1)OCO3
  MazF activator: 7.2 | UGM FP inh: -8.0 | Rv3671c protease: -9.1 | FadD28 binding: -2.6 | FBA Mtb inh: 0.9 | CCHFV vOTU inh: -1.0 | VHR inh abs: -1.6 | BoNT F protease: 1.4 | GDH-TPI counter: 24.7 | Mtb BioA inh: 2.5
